D2 PAM: D2 dopamine receptor (human) potentiation. AID 485347. 0.34% of 340,000 active. potentiation, % at 10 µM. HEK293 T-REx D2, calcium flux, EC20 dopamine potentiation;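 active = potentiation over 3 SD above the plate norm, cut at about 30% in these data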; also: 0% is about no effect
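Potentiation of an EC20 dopamine calcium response is measured in a force-coupled, tetracycline-inducible Hek293 Trex D2 line. Compound-only kinetic reads over 180 s flag agonists before dopamine addition.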
TRHR ag: TRH receptor (human) agonism; P34981; TRHR cells, calcium flux fluo-8, FDSS agonist mode; activation, % at 2 µM; 0.18% of 360,000 active; also: 0% is about no effect
Target sequence (P34981 whole entry, looked up): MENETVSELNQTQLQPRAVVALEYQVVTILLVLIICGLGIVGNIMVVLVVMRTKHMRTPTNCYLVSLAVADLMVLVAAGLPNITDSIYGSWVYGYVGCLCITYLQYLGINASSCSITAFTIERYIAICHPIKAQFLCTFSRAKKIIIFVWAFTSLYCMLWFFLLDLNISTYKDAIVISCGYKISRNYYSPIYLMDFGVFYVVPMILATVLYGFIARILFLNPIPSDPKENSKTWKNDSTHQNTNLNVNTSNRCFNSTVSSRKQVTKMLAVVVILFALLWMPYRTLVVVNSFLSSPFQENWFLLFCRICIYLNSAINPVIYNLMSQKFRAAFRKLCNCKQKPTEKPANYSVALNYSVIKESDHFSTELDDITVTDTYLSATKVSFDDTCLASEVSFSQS
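Fluo-8-loaded TRHR cells; 10 s baseline, compound added, kinetic Ca2+ fluorescence read 1/s, agonist mode.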
D1 ag: agonists of human D1 dopamine receptor; activation, % at 2 µM; 1% of 360,000 active; HEK293 T-REx D1 cells, calcium flux, agonist mode; also: 0% is about no effect
Target sequence (P21728 whole entry, looked up): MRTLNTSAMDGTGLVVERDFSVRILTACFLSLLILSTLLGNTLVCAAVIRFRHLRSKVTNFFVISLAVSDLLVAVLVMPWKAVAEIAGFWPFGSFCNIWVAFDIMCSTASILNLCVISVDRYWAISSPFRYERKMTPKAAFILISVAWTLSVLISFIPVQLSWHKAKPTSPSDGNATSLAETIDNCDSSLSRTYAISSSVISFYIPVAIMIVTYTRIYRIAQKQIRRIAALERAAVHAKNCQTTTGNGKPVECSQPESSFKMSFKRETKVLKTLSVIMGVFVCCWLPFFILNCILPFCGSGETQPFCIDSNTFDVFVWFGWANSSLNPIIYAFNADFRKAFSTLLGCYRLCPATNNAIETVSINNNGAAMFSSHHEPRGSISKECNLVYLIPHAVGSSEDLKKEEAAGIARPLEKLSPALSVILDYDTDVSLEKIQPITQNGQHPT
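Agonism was scored from calcium flux recorded over 180 s (1 read/s) after pintool compound addition, following a 10-cycle baseline. Cells were inducible force-coupled HEK293 TREx D1, plated overnight at 30 C and loaded with no-wash calcium dye.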
D1 potentiator: enhances dopamine response at the human D1 receptor; HEK293 TREx D1 cells, calcium flux, dopamine EC20 potentiation; potentiation, % at 10 µM; P21728; 0.036% of 360,000 active; in the data active = potentiation above about 30%; also: 0% is about no effect
D1 antagonist: antagonists of human D1 dopamine receptor | P21728 | HEK293 TREx D1 cells, calcium flux, dopamine EC80; active compounds read low | activity change, negative = inhibition, % at 10 µM | 3.2% of 360,000 active | AID 504652; in the data active = activity change below about -30%; also: % is scaled to controls: 0 for no effect and ±100 for the full control effect
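Kinetic fluorescence of a calcium dye serves as the read-out. D1-expressing Hek293 Trex cells, induced overnight at 30 C, are exposed to compound for 180 s before an EC80 dopamine addition, then read 180 s further.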
RXFP1 antag: blocks the human relaxin receptor RXFP1 | Q9HBX9 | HEK293-RXFP1, relaxin-stimulated cAMP HTRF, 30 min; active compounds read low | activity change, negative = inhibition, % at 57.5 µM | 0.59% of 350,000 active | AID 1259400;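 active = activity change of -60% or lower, but not beyond a set lower limit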; also: % is scaled to controls: 0 for no effect and ±100 for the full control effect
TRHR PAM: TRH receptor (human) allosteric enhancement. P34981. TRHR cells, fluo-8 calcium fluorescence, EC20 TRH enhancement. enhancement, % at 2 µM. 0.66% of 360,000 active; in the data active = enhancement above about 30%; also: 0% is about no effect
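Enhancer read-out: after compound pinning and an initial kinetic agonist-mode read, an EC20 of TRH (10 nM final) was injected and fluo-8 calcium signal (Ex 480/Em 530) followed at 1 s/cycle for 100 cycles in TRHR-expressing cells.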
D2 antagonist: antagonizes the human D2 dopamine receptor; HEK293 TREx D2 cells, calcium flux, dopamine EC80; inhibition, % at 10 µM; 2% of 340,000 active; AID 485344; P14416; in the data active = inhibition above about 30%; also: 0% is about no effect
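Inhibition of EC80 dopamine-driven calcium flux, recorded kinetically, defines activity here; cells are a tetracycline-induced HEK293 T-REx line expressing force-coupled D2.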
D2 agonist: activates the human D2 dopamine receptor | P14416 | HEK293 T-REx D2 cells, calcium flux agonist mode | 0.53% of 340,000 active | activation, % at 2 µM;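 active = activation over 3 SD above normal in the single-dose calcium agonist read, cut at about 30% in these data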; also: 0% is about no effect
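Tetracycline-induced HEK293 T-REx cells with force-coupled D2 receptor, plated overnight at 30 C, loaded with no-wash calcium dye. After a 10 s baseline, compound was pin-added and calcium flux read kinetically for 180 s; calcium rises flagged agonists.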
Starred values were filed as active, the others as inactive; x = no result given. Rule as the data show it, unless noted: active = activation above about 30%; inactive = the rest.

SMILES	D2 PAM	TRHR ag	D1 ag	D1 potentiator	D1 antagonist	RXFP1 antag	TRHR PAM	D2 antagonist	D2 agonist
O=C(N/N=C/c1cn(-c2cccs2)nc1-c1ccccc1)c1ccccc1O	5	-0.1	15	-9	-8	-88*	-7	8	-0.7
CC(=O)NC12CC3CC(C1)CC(C(=O)N(C)Cc1cccc(Cl)c1Cl)(C3)C2	x	2.0	0	-5	-4	0	2	x	x
CC(C)(C)c1cc(Cl)c(O)c(NC(=S)NC(=O)c2cccnc2)c1	-1	-0.4	-2	-1	1	-1	-2	0	0.6
CCCCOc1ccccc1N1CCN(CCCN2C(=O)C3CCCN3C2=O)CC1 (configuration not stated)	-24	-0.2	0	-7	5	-2	21	76*	0.8
CC(=O)c1cnc2cc(-c3ccc(Cl)cc3)nn2c1C	-3	0.4	2	-7	-7	3	2	10	-1.3
CN1CCN(C(=O)c2cnn(-c3ccccc3)c2NC(=O)c2ccccc2Br)CC1	13	-1.6	4	-2	-7	-5	6	-2	-2.3
Cc1ccc(C)c(C(=O)CC2(O)C(=O)Nc3ccccc32)c1 (configuration not stated)	1	0.8	1	-4	10	1	-1	1	0.3
CCS(=O)(=O)N1Cc2ccccc2CC1C(=O)N1CCN(c2ccccc2)CC1 (configuration not stated)	-1	0.1	4	-2	24	-16	10	2	0.4
COc1cccc(-c2cc(C(F)(F)F)nc(N3CCN(c4ccccc4)CC3)n2)c1	4	-0.2	2	2	-3	-17	1	3	0.2
CC1CCCCC1NC(=O)CSc1nncn1N (configuration not stated)	9	0.0	0	1	4	4	-3	13	-0.1
Cc1c(-c2nsc(NC(=O)c3cccs3)n2)nnn1-c1ccc(Cl)cc1	1	0.2	13	-2	-21	0	-5	x	0.6
CC(C)(C)NC(=O)COC(=O)c1ccccc1NC(=O)c1ccco1	1	-0.2	2	5	-5	4	2	-7	-0.8
Cc1cc2ncn(-c3ncccc3[N+](=O)[O-])c2cc1C	22	-0.3	5	2	11	-7	0	-1	-0.5
CCN(CC)S(=O)(=O)c1ccc(OC)c(NC(=O)CCS(=O)(=O)Cc2ccccc2)c1	3	-1.1	6	1	8	-13	-1	6	-0.3
CC(C)c1ccc(C(=O)NC(=S)Nc2ccc3[nH]c(=O)[nH]c3c2)cc1	2	0.4	6	4	-2	-18	2	-24	0.8
CCCCC[n+]1ccn(-c2nc3ccccc3nc2[N-]S(=O)(=O)c2ccccc2)c1	-16	0.7	0	0	-2	0	-3	3	-1.1
O=C(Cn1c(-c2ccccc2)noc1=O)NCc1ccccc1	2	-0.6	9	0	5	8	10	-2	0.7
O=C(/C=C/c1ccccc1)N1CCC(c2ccccc2)C1 (configuration not stated)	8	-1.4	-2	-8	3	x	5	15	-0.2
CCCCN(C)C(=O)C1CCCN(c2ncnc3onc(C)c23)C1 (configuration not stated)	5	-0.8	22	-7	-22	-2	-9	x	-0.6
CCOC(=O)c1cc(S(=O)(=O)N2CCOCC2)cn1C	9	0.2	1	-2	-20	-3	13	30	-0.6
CCN(CC)S(=O)(=O)c1ccc(N(C)CCc2ccc(OC)c(OC)c2)nc1	5	-0.2	5	-1	-3	-6	-2	-3	0.7
Cc1ccc(S(=O)(=O)N2CCCC2)cc1S(=O)(=O)N1CCCC1	-4	-0.3	2	-6	-1	-2	4	-18	0.6
Cc1nc(C)n(CC(C)C(=O)N2CCN(S(=O)(=O)c3ccccc3)CC2)n1 (configuration not stated)	-15	-0.6	11	-2	-3	-8	-5	32*	-0.6
COc1cc(-c2noc(-c3cccs3)n2)cc(OC)c1OC	12	0.2	0	-1	-5	-11	-11	-11	1.2
CCOC(=O)NCCc1c(C)nc2c(c(C)nn2C(C)(C)C)c1C	7	-0.6	5	-2	3	-1	-10	3	1.0

Given with bars between the fields: entries from further up.
SMILES | D2 PAM | TRHR ag | D1 ag | D1 potentiator | D1 antagonist | RXFP1 antag | TRHR PAM | D2 antagonist | D2 agonist
COc1cccc(-c2cc(C(F)(F)F)nc(N3CCN(c4ccccc4)CC3)n2)c1 | 4 | -0.2 | 2 | 2 | -3 | -17 | 1 | 3 | 0.2
CC1CCCCC1NC(=O)CSc1nncn1N (configuration not stated) | 9 | 0.0 | 0 | 1 | 4 | 4 | -3 | 13 | -0.1
Cc1c(-c2nsc(NC(=O)c3cccs3)n2)nnn1-c1ccc(Cl)cc1 | 1 | 0.2 | 13 | -2 | -21 | 0 | -5 | x | 0.6
CC(C)(C)NC(=O)COC(=O)c1ccccc1NC(=O)c1ccco1 | 1 | -0.2 | 2 | 5 | -5 | 4 | 2 | -7 | -0.8
Cc1cc2ncn(-c3ncccc3[N+](=O)[O-])c2cc1C | 22 | -0.3 | 5 | 2 | 11 | -7 | 0 | -1 | -0.5
CCN(CC)S(=O)(=O)c1ccc(OC)c(NC(=O)CCS(=O)(=O)Cc2ccccc2)c1 | 3 | -1.1 | 6 | 1 | 8 | -13 | -1 | 6 | -0.3
CC(C)c1ccc(C(=O)NC(=S)Nc2ccc3[nH]c(=O)[nH]c3c2)cc1 | 2 | 0.4 | 6 | 4 | -2 | -18 | 2 | -24 | 0.8
CCCCC[n+]1ccn(-c2nc3ccccc3nc2[N-]S(=O)(=O)c2ccccc2)c1 | -16 | 0.7 | 0 | 0 | -2 | 0 | -3 | 3 | -1.1
O=C(Cn1c(-c2ccccc2)noc1=O)NCc1ccccc1 | 2 | -0.6 | 9 | 0 | 5 | 8 | 10 | -2 | 0.7
O=C(/C=C/c1ccccc1)N1CCC(c2ccccc2)C1 (configuration not stated) | 8 | -1.4 | -2 | -8 | 3 | x | 5 | 15 | -0.2
CCCCN(C)C(=O)C1CCCN(c2ncnc3onc(C)c23)C1 (configuration not stated) | 5 | -0.8 | 22 | -7 | -22 | -2 | -9 | x | -0.6
CCOC(=O)c1cc(S(=O)(=O)N2CCOCC2)cn1C | 9 | 0.2 | 1 | -2 | -20 | -3 | 13 | 30 | -0.6
CCN(CC)S(=O)(=O)c1ccc(N(C)CCc2ccc(OC)c(OC)c2)nc1 | 5 | -0.2 | 5 | -1 | -3 | -6 | -2 | -3 | 0.7
Cc1ccc(S(=O)(=O)N2CCCC2)cc1S(=O)(=O)N1CCCC1 | -4 | -0.3 | 2 | -6 | -1 | -2 | 4 | -18 | 0.6
Cc1nc(C)n(CC(C)C(=O)N2CCN(S(=O)(=O)c3ccccc3)CC2)n1 (configuration not stated) | -15 | -0.6 | 11 | -2 | -3 | -8 | -5 | 32* | -0.6
COc1cc(-c2noc(-c3cccs3)n2)cc(OC)c1OC | 12 | 0.2 | 0 | -1 | -5 | -11 | -11 | -11 | 1.2
CCOC(=O)NCCc1c(C)nc2c(c(C)nn2C(C)(C)C)c1C | 7 | -0.6 | 5 | -2 | 3 | -1 | -10 | 3 | 1.0

More compounds follow:
SMILES	D2 PAM	TRHR ag	D1 ag	D1 potentiator	D1 antagonist	RXFP1 antag	TRHR PAM	D2 antagonist	D2 agonist
Cc1cc(Br)c(OCc2ccc(C(=O)N/N=C3\CC4CC=CC34)cc2)c(Br)c1 (configuration not stated)	x	-1.7	8	3	-14	-21	-10	x	x
O=C(NCc1ccccc1)c1cnc(N2CCCCC2)c2ccccc12	-3	-0.6	0	-3	4	-36	-6	x	-1.9
COc1cc(S(=O)(=O)N2CCC(c3nc4ccccc4s3)CC2)ccc1S(=O)(=O)NC1CCCC1	15	-1.2	-1	0	7	-22	4	-27	-0.7
COc1ccc(NC(=O)Nc2cccc(-c3noc(C)n3)c2)cc1	-4	-0.1	-1	-1	9	x	6	x	x
C=CCn1c(SCc2nc3cc(C(F)(F)F)ccc3c(=O)[nH]2)nc2sc(CC)cc2c1=O	16	-0.3	0	3	-7	-15	2	5	1.1
O=C(CNS(=O)(=O)c1ccc(Cl)cc1)N/N=C/c1ccco1	-1	0.2	1	-3	-4	-22	-9	-17	0.8
CN(C)c1ccc(C(=O)OCC(=O)c2cccs2)cc1	11	1.7	4	-5	-7	-9	10	-5	-0.5
CC1C(=O)CCC1(C(=O)O)c1ccccc1 (configuration not stated)	-2	1.2	4	-3	-17	5	33*	-15	-0.2
CC(C)C(NC(=O)c1ccccc1)C(=O)OCC(=O)N1CCCC1 (configuration not stated)	20	0.5	5	-4	-4	-4	-5	-21	0.3
CS(=O)(=O)N1CCC(Oc2ccccc2C(=O)NC2CCCCCC2)CC1	0	0.4	-1	-6	-11	-7	-1	-1	0.9
COc1cc(NC(=O)CSc2nc3ccccc3cc2C)c(C(=O)O)cc1OC	-4	-1.7	0	-9	4	17	-3	-2	0.9
Cc1cccc(NC(=O)C2(c3cccs3)CCOCC2)n1	2	-0.6	11	-2	-8	0	21	-6	2.0
Nc1nnn(CC(=O)N/N=C/c2ccco2)n1	0	0.9	0	2	-3	5	8	-6	0.6
CCOC(=O)c1ccc(S(=O)(=O)Nc2ccccc2-c2nnn(CC)n2)cc1	2	0.3	14	-6	-30	-23	3	15	1.4
N#Cc1ccccc1S(=O)(=O)N1CCN(C(=O)C2CCCC2)CC1	-5	0.1	2	3	15	-9	-3	-4	0.9
COc1ccccc1CNC(=O)c1oc2ccc(S(=O)(=O)N3CCCC3)cc2c1C	3	-0.3	20	-2	6	-6	9	-11	0.0
COc1ccc(NC(=O)C(C)Sc2nnc3c4c(nc(-c5ccc(OC)cc5)n23)CC(C)(C)OC4)cc1 (configuration not stated)	0	0.5	3	-2	3	x	6	10	0.6
COC(=O)/C(=C/c1cn(C(C)=O)c2ccccc12)[N+](=O)[O-]	-7	-0.6	1	-2	-1	9	-3	14	-0.1
CCCCOC(=O)c1cc(=O)[nH]c2ccccc12	9	1.3	0	-4	-3	10	10	-1	-1.2
COc1cc(/C=C(\C#N)C(=O)N2CCOCC2)cc(Br)c1O	6	1.2	6	1	-6	-1	-2	-9	1.5
O=C(Cc1ccc(Cl)cc1)Nc1ccncc1	-3	-0.5	10	-7	-22	-16	-6	7	0.4
O=C(Nn1cnnc1)C1CCCN1S(=O)(=O)c1ccc(F)cc1 (configuration not stated)	-1	0.4	4	-1	30	6	-1	28	-0.1
Clc1ccccc1-c1nnc2sc(C3COc4ccccc4O3)nn12 (configuration not stated)	-2	0.1	3	-2	2	2	-6	13	0.2
CC(C)(C)Cc1nnc(NC(=O)Cc2ccc([N+](=O)[O-])cc2)s1	-4	-0.6	13	-2	2	5	-8	-7	-0.8
O=C(O)CCn1[nH]c(=O)c2ccccc2c1=O	10	0.5	0	-2	-5	-4	6	8	0.3
CCc1c(C)nc(SCc2nc(-c3ccccc3)no2)[nH]c1=O	14	-0.1	5	-3	-17	-3	7	x	-1.0
O=C(CSc1nc2ccccc2[nH]1)Nc1ccc2c(c1)OCCO2	-2	-0.9	3	-4	-2	11	-5	10	0.0

Source: PubChem BioAssay
